# CHRM4 PAM – positive allosteric modulators of human muscarinic M4 receptor; P08173; CHO-K1 hM4/Gqi5, Fluo-8 calcium fluorescence, ACh EC20; 0% = ACh EC20, 100% = maximal ACh; activation, % at 3 µM; hit rate 0.4% among 360,000; AID 624126;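 active = activation above its plate's cutoff, the mean activation of sample wells plus 3 SD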; note: some results filed as inactive read as strong as hits
# M5 ag – agonists of human muscarinic M5 receptor (CHRM5); P08912; CHO-K1 hM5 cells, Fluo-8 calcium fluorescence; 0% DMSO wells, 100% maximal acetylcholine response; activation, % at 3 µM; hit rate 0.19% among 360,000; AID 624037;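 active = activation above the run's mean over test compounds plus 3 SD, cut at about 23% in these data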;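 note: signal is peak over basal fluorescence ratio across the kinetic read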
# IDE cell inh – inhibitors of human insulin-degrading enzyme in cells; HEK cells, FAbetaB cleavage, fluorescence polarization; inhibition, % at 5.59 µM; hit rate 0.41% among 320,000;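 active = percent inhibition above the average of all tested compounds plus 3 SD, set per screening campaign, cut at about 16% in these data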;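 note: IDE supplied by intact live HEK cells; FP after avidin binding of uncleaved biotin substrate so inhibition keeps polarization high; 0% = DMSO wells and 100% = 60 µM reference IDE inhibitor Ii1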
# Target sequence (P14735 whole entry, looked up): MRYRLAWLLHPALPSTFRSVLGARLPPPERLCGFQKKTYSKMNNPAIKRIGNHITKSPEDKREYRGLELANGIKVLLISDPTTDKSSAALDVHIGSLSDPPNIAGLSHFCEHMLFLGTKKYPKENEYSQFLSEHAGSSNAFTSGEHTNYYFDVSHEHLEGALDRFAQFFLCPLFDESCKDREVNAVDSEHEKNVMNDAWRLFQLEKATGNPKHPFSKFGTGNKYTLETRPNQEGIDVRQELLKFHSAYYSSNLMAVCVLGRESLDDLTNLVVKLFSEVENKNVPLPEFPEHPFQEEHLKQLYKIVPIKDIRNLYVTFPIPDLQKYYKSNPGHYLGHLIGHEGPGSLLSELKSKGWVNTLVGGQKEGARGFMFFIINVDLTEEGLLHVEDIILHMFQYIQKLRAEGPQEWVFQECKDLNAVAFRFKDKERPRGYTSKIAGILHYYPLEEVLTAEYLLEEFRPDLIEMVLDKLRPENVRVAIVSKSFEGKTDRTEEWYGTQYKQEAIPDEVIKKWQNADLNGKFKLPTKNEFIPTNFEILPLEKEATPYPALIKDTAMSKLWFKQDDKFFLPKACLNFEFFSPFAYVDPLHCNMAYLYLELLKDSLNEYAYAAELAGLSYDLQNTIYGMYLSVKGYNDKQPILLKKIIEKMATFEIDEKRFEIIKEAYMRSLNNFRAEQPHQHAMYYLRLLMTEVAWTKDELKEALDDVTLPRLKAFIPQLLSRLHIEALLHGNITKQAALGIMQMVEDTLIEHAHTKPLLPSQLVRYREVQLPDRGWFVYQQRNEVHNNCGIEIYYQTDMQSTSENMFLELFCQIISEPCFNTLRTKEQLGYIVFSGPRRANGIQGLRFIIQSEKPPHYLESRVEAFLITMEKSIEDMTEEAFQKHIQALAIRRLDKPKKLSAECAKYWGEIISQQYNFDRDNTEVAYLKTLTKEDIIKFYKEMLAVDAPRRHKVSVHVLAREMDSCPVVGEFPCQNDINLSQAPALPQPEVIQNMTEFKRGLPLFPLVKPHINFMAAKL
# M4 antag – antagonists of human muscarinic M4 receptor (CHRM4). P08173. CHO-hM4 cells, ACh EC80, Fluo-8 calcium fluorescence. inhibition, % at 3 µM. hit rate 0.73% among 360,000. AID 624125;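 active = inhibition above its plate's cutoff, the mean inhibition of sample wells plus 3 SD, cut at about 27% in these data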;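 note: 0% = acetylcholine EC80 with DMSO and 100% = DMSO without agonist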
# M5 antag – antagonists of human muscarinic M5 receptor (CHRM5); hit rate 0.59% among 360,000; inhibition, % at 3 µM; CHO-hM5 cells, Fluo-8 calcium fluorescence, ACh EC80; P08912;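 active = inhibition above a per-plate cutoff, the mean of that plate's test compounds plus 3 SD, cut at about 27% in these data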;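 note: 0% = acetylcholine EC80 with DMSO and 100% = DMSO without agonist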
# M5 PAM – CHRM5 positive allosteric modulation; AID 624038; hit rate 0.3% among 360,000; CHO-K1 hM5, Fluo-8 calcium, ACh EC20 PAM; 0% = ACh EC20, 100% = ACh EC100; activation, % at 3 µM;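 active = activation above the run cutoff, the mean activation of all test compounds plus 3 SD, cut at about 18% in these data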
#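 Replicates: One well per compound, no replicates | System: Human M5 receptor in CHO-K1 cells | Benchmarks: Low control EC20 acetylcholine (0%), high control EC100 acetylcholine (100%) | Probe or stimulus: Acetylcholine, EC20 level | Times: Fluo-8 loading 80 min at 37 °C plus 30 min room temperature | Signal: Intracellular calcium via Fluo-8 fluorescence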
# CRFR2-BP ag – agonists of human CRF-binding protein/CRF-R2 receptor complex; HEK293 CRF-R2/CRF-BP, calcium dye fluorescence (FLIPR); percent of saturating CRF peptide response; AID 588473; hit rate 0.46% among 350,000; activation, % at 13.2 µM;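 active = activation of at least 50%, plus an integration ratio under a set limit after plate pattern correction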;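 note: plate controls were neutral control wells without compound for no effect and CRF at EC100 for full effect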
# CRFBP-R2 block – blocks CRF-induced signaling of the CRF-BP/CRF-R2 complex; AID 588475; hit rate 0.59% among 350,000; HEK293 CRF-R2/CRF-BP, CRF-induced calcium fluorescence; inhibition, % at 11.8 µM;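 active = inhibition of the ligand-induced calcium signal above about 50% at the single tested concentration, limit read from the data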
# CHRM4 agonist – agonists of human muscarinic M4 receptor (CHRM4); AID 624127; hit rate 0.14% among 360,000; activation, % at 3 µM; CHO-K1 hM4/Gqi5, Fluo-8 calcium fluorescence; vehicle 0%, full acetylcholine response 100%;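 active = activation above the run mean over all test wells plus 3 SD, cut at about 32% in these data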;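 note: peak over basal fluorescence ratio per well then scaled between controls; 0% = DMSO wells and 100% = acetylcholine at EC100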
# * = called active by the depositor; · = not tested or not shown. This is a random part of the collection. About 2.9% of those tested had a hit in this group.
SMILES,CHRM4 PAM,M5 ag,IDE cell inh,M4 antag,M5 antag,M5 PAM,CRFR2-BP ag,CRFBP-R2 block,CHRM4 agonist
CCOC(=O)c1cnc(-c2ccccc2)nc1Oc1ccccc1,10,-5,2,3,-9,-3,3.2,-14,-2
Cc1ccc(NC(=O)c2nc[nH]c2C(=O)NCCCCNC(=O)c2[nH]cnc2C(=O)Nc2ccc(C)cc2)cc1,-2,0,-1,1,11,-10,0.4,-13,4
Cc1nn(-c2ccccc2)c2nc(-c3ccncc3)cc(C(=O)NCc3ccco3)c12,-6,1,-3,13,-3,-5,-0.4,-26,12
O=C(NCCc1ccccc1)C1(S(=O)(=O)c2ccc(Cl)cc2)CC1,-3,-3,3,9,10,0,-0.2,-8,0
COc1cc(NC(=O)C2CCN(S(=O)(=O)c3cccnc3)CC2)cc(OC)c1OC,21,-1,-5,-1,-1,9,-0.9,-1,0
CCOC(=O)N1CCN(c2c(-c3ccc(C)cc3)c(=O)c2=O)CC1,9,0,2,-2,-4,6,-2.7,21,-1
COC(CSc1nc(N)c2c3c(sc2n1)CN(C)CC3)OC,1,-2,5,-1,1,3,1.1,-6,1
COc1ccccc1NC(=O)NN1CCCCC1,0,-6,-4,-14,-11,6,-0.9,3,-1
Cc1ccc(C2(CCNCc3ccco3)CCOC(C(C)C)C2)cc1 (stereo not given),0,0,-3,11,-4,7,1.0,-18,3
COc1cc(C2C3=C(CC(C)(C)CC3=O)NC3=C2C(=O)c2ccccc23)ccc1O (stereo not given),16,-2,-5,-5,10,0,-0.4,0,3
Nc1ccc(C(=O)N2CCCC2)cc1,-6,1,1,-6,3,-3,-0.7,-12,-1
CN(C)CCCOC(=O)c1ccc(Cl)cc1,-2,-15,6,3,0,1,-0.3,11,1
COc1ccc(-n2c(CN3CCN(c4ccccn4)CC3)nc3ccc([N+](=O)[O-])cc3c2=O)c(OC)c1,7,-2,3,-13,9,-4,-0.2,5,3
O=C(O)c1cccc(-c2ccc(/C=C3/SC(=Nc4ccccc4)N(Cc4cccnc4)C3=O)o2)c1,-5,-2,·,6,18,-5,4.3,1,1
COc1ccc2cc(/C=N/NC(=O)c3ccc(CN(c4cccc(Cl)c4Cl)S(C)(=O)=O)cc3)c(Cl)nc2c1,-10,1,5,18,3,-7,1.1,-9,2
CC1(C)CC2(C)CC(=O)C1C(C(=O)O)C2C(=O)O (stereo not given),3,1,·,-2,1,0,-2.9,-3,1
OC(COc1ccccc1)CN1CCCCCC1 (stereo not given),14,-6,1,-8,-2,2,0.3,-14,1
CC(=O)[C@@]1(O)CCC2C3CC[C@H]4C[C@@H](O)CC[C@]4(C)C3CC[C@@]21C (stereo not given in full),2,-2,-3,-19,2,-3,1.3,-6,3
COc1ccc(C2CC(c3ccc(C)cc3)=NN2C(=O)c2ccccc2)cc1 (stereo not given),0,-4,4,-2,1,4,1.2,7,1
CC(=O)NCCNc1nc2cc(-c3ccc(C(=O)N4CCN(C)CC4)cc3)sc2c(=O)n1C,5,0,·,-15,-10,-1,·,·,0

# Shown bar-delimited: entries from further up
mol | CHRM4 PAM | M5 ag | IDE cell inh | M4 antag | M5 antag | M5 PAM | CRFR2-BP ag | CRFBP-R2 block | CHRM4 agonist
COC(CSc1nc(N)c2c3c(sc2n1)CN(C)CC3)OC | 1 | -2 | 5 | -1 | 1 | 3 | 1.1 | -6 | 1
COc1ccccc1NC(=O)NN1CCCCC1 | 0 | -6 | -4 | -14 | -11 | 6 | -0.9 | 3 | -1
Cc1ccc(C2(CCNCc3ccco3)CCOC(C(C)C)C2)cc1 (stereo not given) | 0 | 0 | -3 | 11 | -4 | 7 | 1.0 | -18 | 3
COc1cc(C2C3=C(CC(C)(C)CC3=O)NC3=C2C(=O)c2ccccc23)ccc1O (stereo not given) | 16 | -2 | -5 | -5 | 10 | 0 | -0.4 | 0 | 3
Nc1ccc(C(=O)N2CCCC2)cc1 | -6 | 1 | 1 | -6 | 3 | -3 | -0.7 | -12 | -1
CN(C)CCCOC(=O)c1ccc(Cl)cc1 | -2 | -15 | 6 | 3 | 0 | 1 | -0.3 | 11 | 1
COc1ccc(-n2c(CN3CCN(c4ccccn4)CC3)nc3ccc([N+](=O)[O-])cc3c2=O)c(OC)c1 | 7 | -2 | 3 | -13 | 9 | -4 | -0.2 | 5 | 3
O=C(O)c1cccc(-c2ccc(/C=C3/SC(=Nc4ccccc4)N(Cc4cccnc4)C3=O)o2)c1 | -5 | -2 | · | 6 | 18 | -5 | 4.3 | 1 | 1
COc1ccc2cc(/C=N/NC(=O)c3ccc(CN(c4cccc(Cl)c4Cl)S(C)(=O)=O)cc3)c(Cl)nc2c1 | -10 | 1 | 5 | 18 | 3 | -7 | 1.1 | -9 | 2
CC1(C)CC2(C)CC(=O)C1C(C(=O)O)C2C(=O)O (stereo not given) | 3 | 1 | · | -2 | 1 | 0 | -2.9 | -3 | 1
OC(COc1ccccc1)CN1CCCCCC1 (stereo not given) | 14 | -6 | 1 | -8 | -2 | 2 | 0.3 | -14 | 1
CC(=O)[C@@]1(O)CCC2C3CC[C@H]4C[C@@H](O)CC[C@]4(C)C3CC[C@@]21C (stereo not given in full) | 2 | -2 | -3 | -19 | 2 | -3 | 1.3 | -6 | 3
COc1ccc(C2CC(c3ccc(C)cc3)=NN2C(=O)c2ccccc2)cc1 (stereo not given) | 0 | -4 | 4 | -2 | 1 | 4 | 1.2 | 7 | 1
CC(=O)NCCNc1nc2cc(-c3ccc(C(=O)N4CCN(C)CC4)cc3)sc2c(=O)n1C | 5 | 0 | · | -15 | -10 | -1 | · | · | 0

# Next section.
SMILES,CHRM4 PAM,M5 ag,IDE cell inh,M4 antag,M5 antag,M5 PAM,CRFR2-BP ag,CRFBP-R2 block,CHRM4 agonist
CN(Cc1cnccn1)Cc1nc(Cc2cccc(F)c2)no1,8,-1,-4,-2,9,-2,1.2,-19,3
O=C(Nc1cccnc1)c1coc(=O)c2ccccc12,-2,-3,3,-2,3,1,0.5,2,1
Cc1ccc(C(=O)NC(Cc2c[nH]c3ccccc23)C(=O)O)cc1 (stereo not given),3,-5,6,2,1,4,0.8,8,0
COC(=O)c1cccc(NC(=O)CSc2nnc(COc3ccccc3)n2C)c1,-3,2,1,13,4,-7,-1.0,4,4
CNc1c(-n2cc(C(=O)OC)c(C(=O)OC)c2C(=O)OC)c(=O)n(C)c(=O)n1C,0,-1,-4,-4,8,0,1.0,0,1
CC(=O)/C(C#N)=C1\NC(=O)C(Cc2ccc(C)c(C)c2)S1 (stereo not given),-2,-7,2,7,-4,1,7.6,38,1
COC(=O)CN1C2=NCCCN2c2ccccc21,-1,-1,0,2,5,6,-0.8,4,1
CC(CC(=O)NCc1ccc(F)cc1)c1ccccc1 (stereo not given),-5,-6,-2,10,4,-5,-5.3,7,0
CCN1C2=NCCCN2c2cc(C)c(C)cc21,20,-3,-1,4,5,3,-0.7,10,0
Cc1cn([C@H]2C[C@H](O)[C@@H](/C=C/C(=O)NCCc3ccc4c(c3)OCO4)O2)c(=O)[nH]c1=O,3,3,·,-9,3,-7,·,·,2
O=C(OC1CCOC1=O)C1CCN(S(=O)(=O)c2c(Cl)cccc2Cl)CC1 (stereo not given),4,-1,0,-4,5,2,1.8,10,2
ON=C1CCCC2CCCCC12 (stereo not given),-5,0,·,17,10,2,0.8,8,0
NC(=O)Nc1ccc(C(=O)OCC(=O)NCc2ccc3c(c2)OCO3)cc1,14,4,-1,-12,7,-6,-0.9,-1,2
C/C(=N\Nc1cccc(Cl)c1)c1ccncc1,1,-12,-3,0,5,-3,0.7,-16,1
O=C(COC(=O)C1CC(O)CN1S(=O)(=O)c1ccc(Cl)cc1)c1ccccc1Cl (stereo not given),0,0,-1,-3,-7,2,0.0,-2,3
COc1ccc(/C=C(\NC(=O)c2ccc([N+](=O)[O-])cc2)C(=O)NCCN2CCOCC2)cc1,8,-2,4,-33,-8,7,-0.6,13,1
CC(C)C[C@H](NC(=O)N1CCn2c1nc1ccccc12)C(=O)N[C@H](Cc1ccccc1)C(=O)O,9,1,6,-4,4,2,-1.6,9,0
O=C(CCN1CCCCO1)N1CCCC(Nc2cccc(F)c2)C1 (stereo not given),3,0,4,-5,0,4,-6.2,19,1
CCC(=O)N1CCN(c2ccc(NC(=O)c3ccco3)cc2)CC1,-3,0,-5,-8,-1,-2,-1.0,-4,1
CCC(=O)Nc1cc2c(cc1C(C)=O)OCCO2,3,1,5,2,4,-8,-2.0,-5,0
COc1ccccc1CN(C)C(=O)C(NC(=O)Cc1cccc2ccccc12)C(C)C (stereo not given),-7,2,0,-1,19,-9,-0.9,-30,8
O=C(NC12CC3CC(CC(C3)C1)C2)N1CCC(n2nnc3ccccc32)CC1,14,-2,4,-9,-2,-3,-3.7,-9,1
Cc1cc(=O)oc2c(CN3CCOCC3)c(O)ccc12,2,-4,·,4,19,-6,-0.3,-11,0
COc1cccc(CNC(=O)CCNS(=O)(=O)c2ccc3c(c2)oc(=O)n3C)c1,11,-4,10,-13,4,3,-0.2,-2,0
CCOC(=O)N/N=C/c1ccc(C)o1,-1,0,-2,10,5,4,-1.1,-4,-1
COc1ccc(Nc2nc3ccc(C)cc3n3cnnc23)cc1Cl,0,-4,1,2,9,-2,·,·,0
COc1ccc(NC(=O)c2ccc(NC(=O)c3cccs3)cc2)cc1,10,-4,-1,3,12,-3,3.1,-12,0
Cc1ccc(S(=O)(=O)N/N=C/c2cccc3nccnc23)cc1,7,4,1,-1,-7,2,0.6,24,2
CCOCCCN1CC(C(=O)NCCc2ccc(C)cc2)CC1=O (stereo not given),6,0,-1,6,-4,0,-1.5,33,0
O=C(OCC(=O)N1CCc2ccccc21)c1cccnc1,-1,-9,5,-7,-9,1,-0.3,4,0
Cc1ccc(N2CC(C(=O)Nc3nnc(SCC(=O)Nc4nc(C)cs4)s3)CC2=O)cc1 (stereo not given),13,2,10,-2,-8,5,-3.8,14,1
Cc1ccc(N2C(=O)N(CC(=O)NC(N)=O)C(=O)C2C)cc1 (stereo not given),7,-1,1,-20,-15,11,1.6,1,1
CCOCCCNC(=S)Nc1ccc(S(N)(=O)=O)cc1,12,1,1,8,-2,-1,-1.5,2,1
Cc1ccc2nc(-c3ccc(Br)o3)oc(=O)c2c1,7,1,0,-4,0,4,-0.8,-21,0
CN1CCC(N(C)C(=O)/C(C#N)=C/c2ccccc2)CC1,-8,3,·,15,16,-10,2.6,2,18
Cc1c(C)c2ccc(OS(C)(=O)=O)c(C)c2oc1=O,-8,-2,-2,6,6,-4,1.0,4,0

# Screening data from PubChem BioAssay.
